PolyA inhibitor: polyadenylation inhibitors in yeast reporter cells, primary screen, luminescence, S. cerevisiae. calls only at 12 µM. AID 1875, 2009. S. cerevisiae SKY197-pL101 polyadenylation reporter, beta-gal luminescence; efflux-impaired pdr1/pdr3 knockout yeast; score 100 = 6 SD above DMSO. 300,000 compounds, 0.02% hits;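 active = lowest replicate activity score at least 50, where 100 means six control SD above control mean; inconclusive = lowest score under 50 but half or more replicates reach 50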;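 note: yeast exposed to compound for 9 h at 30 °C; higher score means more reporter readthrough which indicates perturbed polyadenylation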
KCNK9 inh: KCNK9 potassium channel inhibitors, primary screen, HEK293 cells, thallium flux. FluxOR thallium flux fluorescence; hits give low values. AID 488922, 2010. B-score at 10 µM. 310,000 compounds, 1.2% hits;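 active = ratio B-score over 3 SD below the library mean, with starting fluorescence within 5 SD of its mean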;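 note: negative B-score means less thallium flux so channel inhibition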
Dyrk1A ADPGlo: rat Dyrk1A kinase inhibitors, primary screen, biochemical, single point, plate reader | Dual specificity tyrosine-phosphorylation-regulated kinase 1A (Rattus norvegicus), Q63470 | 310,000 compounds, 0.43% hits | inhibition, % at 12.5 µM | ADP-Glo luminescence, NFATc1 peptide; in the data active = inhibition above about 50%;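 note: plate controls were vehicle with enzyme for no effect and no enzyme for full effect; many of its hits are not listed in these tables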
KCNK3 block: human KCNK3 channel inhibitors, primary screen, CHO cells, FluxOR thallium flux, B-score. Potassium channel subfamily K member 3 (Homo sapiens), O14649. FluxOR fluorescence; hits give low values. B-score at 10 µM. 340,000 compounds, 0.84% hits. AID 602410, 2012;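 active = B-score under library mean minus 4 SD, starting fluorescence ratio at most library mean plus 5 SD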;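 note: more negative B-score means stronger inhibition of thallium flux through KCNK3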
hERG protect: hERG rescue from dofetilide block, primary screen, cell-based, CHO-hERG, FluxOR thallium flux, dofetilide IC70. dofetilide IC70 present. activation (rescue from dofetilide block), less the hit threshold, % at 10 µM. 310,000 compounds, 0.51% hits. AID 1511, 2009;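 active = activation above the mean of controls blocked by dofetilide plus 5 SD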;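 note: thallium influx through hERG after potassium depolarization seen as dye fluorescence rise; in these data hits start at about 4.7%; inactives centre near -7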
Target sequence (Q12809 whole entry, looked up): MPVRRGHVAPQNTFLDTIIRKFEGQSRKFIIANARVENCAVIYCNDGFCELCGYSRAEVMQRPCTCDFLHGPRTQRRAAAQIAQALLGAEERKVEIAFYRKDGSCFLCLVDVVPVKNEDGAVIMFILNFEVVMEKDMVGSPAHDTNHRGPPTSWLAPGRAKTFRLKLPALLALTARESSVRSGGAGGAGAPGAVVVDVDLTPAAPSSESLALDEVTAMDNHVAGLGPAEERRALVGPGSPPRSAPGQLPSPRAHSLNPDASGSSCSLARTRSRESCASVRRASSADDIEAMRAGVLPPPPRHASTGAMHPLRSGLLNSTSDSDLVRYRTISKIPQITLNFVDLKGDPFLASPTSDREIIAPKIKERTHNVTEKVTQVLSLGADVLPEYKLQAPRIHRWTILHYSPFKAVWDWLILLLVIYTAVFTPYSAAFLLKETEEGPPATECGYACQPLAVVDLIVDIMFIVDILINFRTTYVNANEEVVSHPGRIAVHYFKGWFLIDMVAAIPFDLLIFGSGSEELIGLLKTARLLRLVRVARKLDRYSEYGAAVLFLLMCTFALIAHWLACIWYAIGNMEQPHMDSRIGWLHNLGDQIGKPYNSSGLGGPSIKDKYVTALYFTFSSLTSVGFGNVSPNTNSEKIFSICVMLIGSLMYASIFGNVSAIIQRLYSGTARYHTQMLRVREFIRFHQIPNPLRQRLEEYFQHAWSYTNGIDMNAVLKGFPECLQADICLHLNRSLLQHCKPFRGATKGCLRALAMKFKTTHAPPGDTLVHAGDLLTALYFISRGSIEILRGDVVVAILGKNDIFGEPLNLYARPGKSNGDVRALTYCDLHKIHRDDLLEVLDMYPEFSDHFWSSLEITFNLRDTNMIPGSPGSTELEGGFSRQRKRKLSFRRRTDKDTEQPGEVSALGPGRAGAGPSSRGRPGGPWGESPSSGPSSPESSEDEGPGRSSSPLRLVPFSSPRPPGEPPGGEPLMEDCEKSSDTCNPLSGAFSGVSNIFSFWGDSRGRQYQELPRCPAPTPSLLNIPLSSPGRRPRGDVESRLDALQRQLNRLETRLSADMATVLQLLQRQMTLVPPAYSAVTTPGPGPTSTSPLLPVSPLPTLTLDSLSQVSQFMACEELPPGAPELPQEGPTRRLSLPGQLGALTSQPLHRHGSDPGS
KCNQ1 block: inhibitors of human KCNQ1 channel, primary screen, cell-based, thallium flux, high-throughput. B-score at 10 µM. CHO-K1 KCNQ1, FluxOR thallium flux fluorescence; hits give high values. Potassium voltage-gated channel subfamily KQT member 1 (Homo sapiens), P51787. AID 2642, 2010. 310,000 compounds, 1.3% hits;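 active = compounds whose thallium flux B-score, printed positive for inhibition, exceeds three library SD while starting fluorescence stays within three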;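 note: channel opened by potassium depolarization with thallium stimulus after 20 min compound exposure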
RGS4 pot: RGS4 potentiators or activators, primary screen, cell-based, HEK293 M3R inducible RGS4, calcium flux; carbachol calcium flux Fluo4; hits give low values; B-score at 10 µM; 310,000 compounds, 0.92% hits;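 active = B-score of the integrated calcium signal more than 4 SD below the library mean, with starting fluorescence not abnormally high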;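 note: negative B-score means reduced calcium response which marks RGS4 activation or potentiation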
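System – HEK293 FlpIn-TREx cells, stable M3R, doxycycline-inducible RGS4 · Reagent – ECmax carbachol challenge · Times – compound preincubation 20 min at room temperature before agonist · Technique – Fluo4 fluorescence kinetic imaging of calcium · Measure – B score of integrated Fluo4 ratio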
HDAC3 inh: HDAC3 deacetylase inhibitors, primary screen, biochemical, fluorescence, cell-free homogeneous; recombinant HDAC3, fluorogenic peptide/trypsin coupled; inhibition, % at 8.3 µM; AID 2718, 2010; 320,000 compounds, 0.15% hits; in the data active = inhibition above about 26%, passing the limit was not always enough; inconclusive = no clear call, values can overlap the other calls
GSK3beta inhib: human GSK3beta kinase inhibitors, primary screen, biochemical, cell-free homogeneous, HTS; Glycogen synthase kinase-3 beta (Homo sapiens), P49841; activity score (negative = inhibition), % at 10 µM; GST-GSK3beta kinase, ADP-Glo luminescence, 60 min; hits give low values; AID 2097, 2009; 300,000 compounds, 0.038% hits;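 active = more than half of replicate wells score below -50%, meaning over 50% inhibition versus plate controls; inconclusive = some replicates but at most half score below -50%; inactive = no replicate scores below -50%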;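 note: 0% = median DMSO wells and -100% = median GW8510 positive control wells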
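Test system: GST-fused GSK3beta enzyme, cell-free | Quantity: 1.6 ng GST-GSK3beta enzyme per well | Reagent: 25 µM ATP with peptide substrate | Schedule: 60 min enzyme reaction, room temperature | Signal: Luminescent ADP-Glo measurement of ADP formed | Read-out basis: Score relative to plate controls | Control set: DMSO and 20 µM GW8510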
KCNQ1 pot: potentiators or activators of KCNQ1 channel, primary screen, cell-based, thallium flux, high-throughput; CHO-K1 KCNQ1, thallium flux FluxOR fluorescence; hits give high values; B-score at 10 µM; Potassium voltage-gated channel subfamily KQT member 1 (Homo sapiens), P51787; 310,000 compounds, 0.35% hits;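 active = fluorescence ratio B-score, a plate-corrected score, at least three library SD, with initial intensity B-score within 5 SD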
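Doses: Single concentration per compound, DMSO matched to controls | Test system: KCNQ1-transfected CHO-K1 cells | Timing: 90 min dye loading and 20 min compound exposure, both at room temperature | Measured by: Kinetic FluxOR thallium fluorescence, 10-s 1-Hz baseline, 110-s post-stimulus read | Medium: Assay buffer with matched DMSO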
GSK3 alpha inh: blockers of GSK3A enzyme activity – biochemical, luminescence, cell-free homogeneous, HTS, primary screen; GSK-3 alpha kinase, ADP-Glo luminescence, 60 min; inhibition, % at 10 µM; 320,000 compounds, 0.1% hits;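 in the data active = inhibition above about 50%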;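 note: GST-tagged GSK-3 alpha with peptide substrate and 25 µM ATP; 0% = DMSO neutral wells and 100% = GW8510 positive control wells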
* hit, by the source's call; i = inactive; ? = inconclusive; / = no result given. Only part of the results is shown, so the mix of outcomes need not match the whole.

SMILES | PolyA inhibitor | KCNK9 inh | Dyrk1A ADPGlo | KCNK3 block | hERG protect | KCNQ1 block | RGS4 pot | HDAC3 inh | GSK3beta inhib | KCNQ1 pot | GSK3 alpha inh
COC(=O)CCC(=O)OC1(C)C(=O)C=C2C=C(C3CC3)N(CCN3CCOCC3)C=C2C1=O (centres undefined) | i | i | -1 | i | -7 | i | i | 1 | 4 | i | -1
O=C(CSc1ncccn1)NCCc1ccccc1 | i | i | 1 | i | 2 | i | i | 4 | -1 | i | -1
CC(=O)Nc1c2c(nn1-c1cccc(Cl)c1)CS(=O)(=O)C2 | i | i | 7 | i | -6 | i | i | ? | -2 | i | 0
Cn1c(NCCc2ccccc2)cc(=O)n(C)c1=O | i | i | -3 | i | -6 | i | i | -3 | 1 | i | /
Cn1nc(C(C)(C)C)c(NC(=O)c2sccc2Cl)c1C(C)(C)C | i | i | / | i | -3 | i | i | -2 | 0 | i | 5
COc1cc(C(=O)Nc2ccccc2N2CCOCC2)ccc1OCc1c(C)noc1C | i | i | -4 | i | -11 | i | i | 0 | -2 | i | -1
CCOCCCNC(=O)C(c1ccccc1)N(Cc1ccc2c(c1)OCO2)C(=O)CNC(C)=O (centres undefined) | i | i | 2 | i | -6 | i | i | -8 | 1 | i | -1
CN(C)S(=O)(=O)Oc1ccc(Cl)cc1C(=O)Nc1ccc(F)cc1F | i | i | 2 | i | -3 | i | i | 9 | 2 | i | 1
CCc1ccccc1NC(=O)c1onc(C)c1Cl | i | i | 2 | i | 0 | i | i | 4 | -1 | i | 0
CCN(CC)C(=O)Cn1ncc2c1-c1ccccc1OC2 | i | i | 3 | i | -6 | i | i | / | -3 | i | 0
O=C(CNC(=O)c1ccc(Cl)cc1)Nc1ccc(S(=O)(=O)Nc2ncccn2)cc1 | i | i | -4 | i | -9 | i | i | / | 2 | i | -2
COc1ccc(Cl)cc1NC(=O)C1CCCN(S(=O)(=O)c2cccc3nonc23)C1 (centres undefined) | i | i | 18 | i | -2 | i | i | / | 0 | i | /
COc1ccc(C2/C(=C(/O)c3ccc(OC(C)C)cc3)C(=O)C(=O)N2CCCN2CCOCC2)cc1 (centres undefined) | i | i | 1 | i | -13 | i | i | 0 | -1 | i | -1
Cc1ccc(F)cc1NC(=O)N1CCCN(C(=O)OC(C)(C)C)CC1 | i | i | / | i | -7 | i | i | 4 | 4 | i | 0
CCN1CCN(Cc2c(C)[nH]c3ccc(C(=O)OC)cc3c2=O)CC1 | i | i | -1 | i | 5.6* | i | i | -1 | 1 | i | 0
Cc1ccc(NC(=O)Nc2ncccc2C)cc1 | i | i | 0 | i | -8 | i | i | 1 | 0 | i | -1
CSc1nc(=O)n(-c2ccccc2)c(C)c1C(C)=O | i | i | -4 | i | -6 | i | i | -2 | -1 | i | -3
C[C@@H]1C=C(C(=O)NCc2nc3ccccc3[nH]2)O[C@H](OCc2ccc(CO)cc2)C1 | i | i | / | i | -6 | i | i | 5 | 0 | i | 0
CN(C)c1ccc(/C=N\NC(=O)c2csnn2)cc1 | i | i | -6 | i | -9 | i | i | 3 | -1 | i | 1
Cc1ccc(O)c(CO)n1 | i | i | 1 | i | -15 | i | i | -5 | 0 | i | -1
O=C(NCc1cccs1)[C@@H]1CSC2c3ccccc3C(=O)N21 (some centres undefined) | i | i | 6 | i | -6 | i | i | -5 | 2 | i | 5
O=C(COc1ccccc1)N1N=C(c2cccnc2)CC1(O)C(F)(F)F (centres undefined) | i | i | 3 | i | -7 | i | i | 7 | 2 | i | -1
CC1CCCC(C)N1C(=O)c1cc(-c2ccc(Cl)c(Cl)c2)on1 (centres undefined) | i | i | 5 | i | -9 | i | i | 9 | 2 | i | -2
CNC(=S)NNC(=O)c1noc(C)c1C(=O)N1CCN(C(c2ccccc2)c2ccccc2)CC1 | i | i | -2 | i | -5 | i | i | 1 | 2 | i | 1
CC1(C)c2[nH]c3ccccc3c2C[C@H]2C(=O)N(Cc3ccc(F)cc3)C(=O)N21 | i | i | 6 | i | -7 | i | i | -2 | -3 | i | -1

As entered above:
GSK3beta inhib, `Cn1nc(C(C)(C)C)c(NC(=O)c2sccc2Cl)c1C(C)(C)C` = 0
GSK3 alpha inh, `C[C@@H]1C=C(C(=O)NCc2nc3ccccc3[nH]2)O[C@H](OCc2ccc(CO)cc2)C1` = 0

Next part.
SMILES | PolyA inhibitor | KCNK9 inh | Dyrk1A ADPGlo | KCNK3 block | hERG protect | KCNQ1 block | RGS4 pot | HDAC3 inh | GSK3beta inhib | KCNQ1 pot | GSK3 alpha inh
Cc1ccc(S(=O)(=O)NCc2csc(C)n2)cc1 | i | i | 3 | i | -9 | i | i | -3 | 7 | i | 6
CCOc1ccc(C(=O)Nc2ccccc2C#N)cc1[N+](=O)[O-] | i | i | 3 | i | -3 | i | i | 0 | -2 | i | 0
O=C(Nc1ccccc1C(=O)N1CCOCC1)c1ccc(Br)cc1 | i | i | -2 | i | -16 | i | i | 0 | 0 | i | -1
COc1cc(/C=C/C(=O)OC(C)C(=O)Nc2c(C)n(C)n(-c3ccccc3)c2=O)ccc1OCC#N (centres undefined) | i | i | -3 | i | -5 | i | i | -5 | 3 | i | 1
COC(=O)C1=C(C)n2nnnc2NC1c1cc2ccccc2o1 (centres undefined) | i | i | 15 | i | -3 | i | i | 6 | 1 | i | -3
Cn1c(=O)n(C)c2cc(S(=O)(=O)N3CCCc4ccccc43)ccc21 | i | i | 0 | i | -3 | i | i | 9 | -3 | i | 0
COc1cccc(NC(=O)CN(C)C(=O)c2ccc(OCc3ccccc3)c(OC)c2)c1 | i | i | 7 | i | -12 | i | i | -4 | 4 | i | -3
COc1ccc(CCNCc2ccc(OCC(=O)N3CCCCC3)c(OC)c2)cc1OC | i | i | -5 | i | -17 | i | i | -2 | 2 | i | -2
Fc1cccc2ncnc(OCc3ccccc3)c12 | i | i | 4 | i | -5 | i | i | 3 | -6 | i | -2
O=C(Cc1ccc2c(c1)CCCC2)Nc1ccccc1Br | i | i | 1 | i | -2 | i | i | 9 | 1 | i | -6
CCCc1nc(SCC(=O)c2ccc(OC)cc2)c2ccccc2n1 | i | -19* | 2 | -11* | -8 | i | i | 23 | 2 | i | -2
O=C(CN1CCCc2ccccc21)NCc1ccccc1Cl | i | i | 1 | i | -14 | i | i | 4 | 0 | i | -1
CC(=O)Nc1ccc(S(=O)(=O)Nc2ccc(C)c([N+](=O)[O-])c2)cc1 | i | i | -5 | i | -8 | i | i | ? | -6 | i | -2
O=C(c1ccco1)N1CCN(C(=O)c2cc3c(=O)oc4ccccc4c3s2)CC1 | i | i | 5 | i | -12 | i | i | 3 | -2 | i | -1
O=C(OCN1C(=O)c2ccccc2C1=O)/C(=C\c1ccco1)NC(=O)c1ccccc1 | i | i | -4 | i | -7 | i | i | -1 | 2 | i | 2
NN=C(c1ccccc1)c1ccccc1 | i | i | / | i | -1 | i | i | 0 | 0 | i | -13
Cc1cc2c(c(SCC(=O)NCc3ccccc3Cl)n1)C(=O)OC2 | i | i | -5 | i | -10 | i | i | -1 | 2 | i | 1
CCCCc1nc2ccccc2c(NC(=O)CN(CC)CC)c1CCC | i | i | -6 | i | -7 | i | i | 7 | 0 | i | -2
CN(CC1CCCN(CCc2cccc(C(F)(F)F)c2)C1)C(=O)c1ccc2nc[nH]c2c1 (centres undefined) | i | i | 1 | i | -3 | i | i | -1 | 0 | i | 3
CC12CCC(C(=O)Nc3ccc(SC(F)F)cc3)(CC1=O)C2(C)C (centres undefined) | i | i | 10 | i | -7 | i | i | 1 | -1 | i | -2
O=C(COC(=O)C12CC3CC(CC(C3)C1)C2)Nc1ccc([N+](=O)[O-])cc1Br | i | i | -5 | i | -5 | i | i | -3 | 32 | i | 4
Fc1ccc(N/N=C/c2cccnc2)c(F)c1 | i | i | 1 | i | -8 | i | i | 4 | -1 | i | 1
O=C(N/N=C/c1ccc(OC(=O)c2ccccc2)cc1)c1cccnc1 | i | i | -1 | i | -4 | i | i | -10 | -1 | i | -1
CN(c1ccccc1)S(=O)(=O)c1ccc(C(=O)Nc2nnc(C3CC3)o2)cc1 | i | i | -2 | i | -10 | i | i | 2 | 0 | i | 0
COc1ccccc1NC(=O)CSc1c2c(nc3ccccc13)CCC2 | i | i | 11 | i | -10 | i | i | 2 | 1 | i | 0

Additional structures:
SMILES | PolyA inhibitor | KCNK9 inh | Dyrk1A ADPGlo | KCNK3 block | hERG protect | KCNQ1 block | RGS4 pot | HDAC3 inh | GSK3beta inhib | KCNQ1 pot | GSK3 alpha inh
CCC1=NC(c2ccccc2OC)N(O)C1(C)C (centres undefined) | i | i | 6 | i | -8 | i | i | -20 | 3 | i | -2
O=C(O)CCNc1cc(N2CCN(C(=O)c3ccco3)CC2)c2noc3c2c1C(=O)c1ccccc1-3 | i | i | 15 | i | -18 | i | i | 7 | -1 | i | 9
COCc1cc(C)nc2sc(C(=O)N3CCCC3)c(N)c12 | i | i | -3 | i | -6 | i | i | 5 | 0 | i | -3
O=C(COC(=O)c1cc(S(=O)(=O)N2CCCC2)ccc1O)Nc1ccc(S(=O)(=O)N2CCOCC2)cc1 | i | i | -3 | i | -10 | i | i | -7 | 2 | i | 0
COc1ccccc1CNC(=O)CNC(=O)c1cn(-c2ccccc2OC)c(=O)c2ccccc12 | i | i | -9 | i | -16 | i | i | 2 | 1 | i | 0
CC(=O)NNS(=O)(=O)c1ccc(-c2cc(C(F)(F)F)n(C)n2)s1 | i | i | / | i | -6 | i | i | -1 | 1 | i | 0
Nc1ccc(-c2nc3cc(N)ccc3s2)cc1 | / | i | -13 | i | -5 | i | i | 2 | 1 | i | -2

From PubChem BioAssay
